Screening data (PubChem BioAssay)
CDK5 p35 inh: inhibitors of human CDK5/p35 kinase, primary screen, biochemical, single concentration. Recombinant CDK5/p35, ADP-Glo luminescence, 60 min. inhibition, % at 10 µM. 330,000 tested, 0.01% active. AID 488839, 2010;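 active means highest replicate inhibition of at least 50% and at least 75% of replicates reaching 50%; inconclusive means only one of the two criteria met; inactive means both criteria failed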;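 further: plate controls were DMSO neutral control for no effect and GW8510 at 10 µM for full effect; many of its hits are not listed in these tables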
RTF Ca sens inh: cardiac RTF calcium sensitivity inhibitors, primary screen, biochemical, IANBD-TnC fluorescence, EC70 calcium. AID 493244, 2011. 340,000 tested, 0.12% active. inhibition, % at 7.15 µM. IANBD-labeled cardiac RTF, Ca2+ fluorescence;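 active means inhibition above the mean inhibition of all tested compounds plus 3 SD, cut at about 17% in these data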;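 further: assay run at fixed EC70 calcium of 1.6 mM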
dFosB activator: activators of delta FosB homodimer, primary screen, biochemical, fluorescence polarization, TAMRA-CDK5 oligo, single point; activation, % at 25 µM; purified delta FosB; percent of positive-control signal above neutral wells; 340,000 tested, 0.99% active;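 active means mean activation above about 17%, with every replicate also reaching it, limit read from the data, passing the limit was not always enough; inconclusive means only one of the two conditions met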;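 further: fluorescence polarization rise as delta FosB binds a TAMRA Cdk5 AP-1 oligo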
Target sequence (P13346 whole entry, looked up): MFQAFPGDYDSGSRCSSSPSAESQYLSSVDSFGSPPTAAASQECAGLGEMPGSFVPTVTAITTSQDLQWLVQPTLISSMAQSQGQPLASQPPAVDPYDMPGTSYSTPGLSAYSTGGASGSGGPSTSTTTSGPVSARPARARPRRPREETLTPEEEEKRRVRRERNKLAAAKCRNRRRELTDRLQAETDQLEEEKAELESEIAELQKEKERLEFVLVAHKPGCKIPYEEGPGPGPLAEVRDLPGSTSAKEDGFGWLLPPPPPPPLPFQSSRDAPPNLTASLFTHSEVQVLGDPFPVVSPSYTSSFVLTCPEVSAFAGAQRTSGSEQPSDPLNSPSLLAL
Keap1 Nrf2 FP: Keap1-Nrf2 protein-protein interaction inhibitors, primary screen, biochemical, fluorescence polarization, single point. Kelch-like ECH-associated protein 1 (Homo sapiens), Q14145. Keap1 Kelch-Nrf2 peptide fluorescence polarization, 1536-well. inhibition, % at 9.4 µM. 340,000 tested, 0.15% active; in the data active means inhibition above about 12%; inconclusive means no clear call, values can overlap the other calls; inactive means below about 7.3%;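 further: human Keap1 Kelch domain with fluorescein labeled Nrf2 9mer peptide probe; 0% = neutral control wells and 100% = peptide positive control; higher means more block of Keap1 binding to Nrf2 peptide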
PfHsp90 yeast 2: growth inhibition of PfHsp90-expressing yeast, primary screen, antimalarial PfHsp90 inhibitor project, S. cerevisiae, BacTiter-Glo luminescence, single point, set 2. 310,000 tested, 0.32% active. AID 504621, 2011. inhibition, % at 9.4 µM. BacTiter-Glo ATP, 48 h; yeast lacking PDR1 and PDR3 efflux regulators;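 active means every replicate shows inhibition above about 80%, whatever the replicate mean, limit read from the data; inconclusive means mean inhibition reaches the set limit but some replicate falls short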;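 further: 0% = DMSO neutral controls and 100% = 20 µM radicicol positive controls; yeast relying on Plasmodium falciparum Hsp90 in place of its own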
PvdQ inh: P. aeruginosa PvdQ acylase inhibitors, primary screen, biochemical, fluorescence, plate reader and imaging, single point | inhibition, % at 10 µM | purified PvdQ acylase | PvdQ acylase [Pseudomonas aeruginosa LESB58] | AID 488965, 2010 | 340,000 tested, 0.063% active; in the data active means inhibition above about 30%, passing the limit was not always enough; inconclusive means no clear call, values can overlap the other calls;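 further: 0% = vehicle neutral wells and 100% = reference inhibitor wells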
RTF Ca sens act: cardiac RTF calcium sensitivity activators, primary screen, biochemical, IANBD-TnC fluorescence, EC20 calcium. IANBD-labeled TnC RTF fluorescence at EC20 calcium; 0% EC20 calcium, 100% full calcium. activation, % at 7.2 µM. 340,000 tested, 0.24% active. AID 493008, 2010;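 active means activation above the mean over all tested compounds plus 3 SD, cut at about 30% in these data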;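 further: rise in fluorescence read as greater calcium sensitivity of cardiac thin filaments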
LANA DNA inh: inhibitors of KSHV C-LANA binding to DNA, primary screen, biochemical, fluorescence polarization, FAM-LBS DNA, MBP-C-LANA, single point; inhibition, % at 9 µM; 340,000 tested, 0.078% active;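 active means highest replicate inhibition at or above 60% at 9 µM, even if other replicates fall short; inactive means all replicates below 60% inhibition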;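 further: 0% = neutral control wells and 100% = 4 µM acridine orange control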
SUMO Mot1 rescue: yeast Mot1-301 growth rescue at high temperature, primary screen, SUMOylation pathway inhibitor project, S. cerevisiae, ATP luminescence, 38.5C; S. cerevisiae Mot1-301 growth rescue; percent above DMSO median, 100 means doubled; AID 2716, 2010; growth rescue, % at 18.8 µM; 320,000 tested, 1% active;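 active means every valid replicate shows activation above 250% relative to neutral control wells; inactive means the rest, any valid replicate at or below 250%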;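 further: OY570 slx delta 5 strain wells were the positive control but not used for scaling; some compounds called inactive have numbers as strong as hits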
Rtt109 Vps75: inhibitors of C. albicans Rtt109/Vps75 HAT, primary screen, biochemical, ThioGlo CoA-SH fluorescence, plate reader | Histone acetyltransferase RTT109 (Candida albicans (strain SC5314 / ATCC MYA-2876)), … | purified Rtt109/Vps75, 4 h | inhibition, % at 34.9 µM | 330,000 tested, 0.16% active;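 active means inhibition of at least 50% in every replicate; inconclusive means best replicate reaches 50% inhibition but some replicates fall short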
Target sequence (Q5AAJ8 whole entry, looked up): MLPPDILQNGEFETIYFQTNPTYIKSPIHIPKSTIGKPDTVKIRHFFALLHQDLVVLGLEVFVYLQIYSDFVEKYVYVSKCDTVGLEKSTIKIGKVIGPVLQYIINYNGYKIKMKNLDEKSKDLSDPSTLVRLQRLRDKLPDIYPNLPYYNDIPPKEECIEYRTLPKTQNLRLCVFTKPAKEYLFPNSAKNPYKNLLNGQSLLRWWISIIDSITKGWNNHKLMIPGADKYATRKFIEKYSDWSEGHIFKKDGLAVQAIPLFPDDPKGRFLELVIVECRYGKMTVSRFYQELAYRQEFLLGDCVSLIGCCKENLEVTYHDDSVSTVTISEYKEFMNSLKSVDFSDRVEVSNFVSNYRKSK
NSD2 inh: NSD2 histone methyltransferase inhibitors, primary screen, biochemical, AlphaScreen, single concentration, set 2; NSD2 peptide methylation, 120 min; inhibition, % at 12.5 µM; 310,000 tested, 0.54% active; AID 743445, 2014; in the data active means inhibition above about 50%
Active calls of the source: *.

`CC(=O)Nc1ccc(Nc2ncnc3c2cnn3-c2ccccc2)cc1` gave CDK5 p35 inh -3.3, RTF Ca sens inh -5.0, dFosB activator 1.1, Keap1 Nrf2 FP -1.0, PvdQ inh -4.8, RTF Ca sens act 3.2, LANA DNA inh -0.8, SUMO Mot1 rescue -2.7, Rtt109 Vps75 0.4 and NSD2 inh -2.4.
For CCOC(=O)C(=NC(C)(C)C)NNc1cc(Cl)ccc1Cl the results were CDK5 p35 inh -0.5, RTF Ca sens inh -9.4, dFosB activator -1.0, Keap1 Nrf2 FP -1.4, PfHsp90 yeast 2 19.6, PvdQ inh -10.2, RTF Ca sens act -1.7, LANA DNA inh -1.1, SUMO Mot1 rescue 10.1, Rtt109 Vps75 -5.7 and NSD2 inh 3.7.
For CC(O)c1nc2ccccc2n1CCCOc1ccccc1 (centres undefined) the results were CDK5 p35 inh 2.2, RTF Ca sens inh 2.7, dFosB activator -9.1, Keap1 Nrf2 FP -2.3, PfHsp90 yeast 2 -12.7, PvdQ inh 13.9, RTF Ca sens act -3.6, LANA DNA inh 0.1, SUMO Mot1 rescue -24.8, Rtt109 Vps75 8.2 and NSD2 inh 0.4.
`COc1ccc(Cl)cc1NC(=O)CN(C)C(=O)c1cc(C)oc1C` gave CDK5 p35 inh -1.9, RTF Ca sens inh 0.1, dFosB activator -2.6, Keap1 Nrf2 FP -4.2, PfHsp90 yeast 2 -12.7, PvdQ inh -6.2, RTF Ca sens act 4.3, LANA DNA inh -0.4, SUMO Mot1 rescue 3.4, Rtt109 Vps75 3.8 and NSD2 inh 1.4.
Cc1ccc(C(=O)Nc2cccc(C(=O)N/N=C/c3ccc(O)cc3)c2)cc1 was read as CDK5 p35 inh -0.5, RTF Ca sens inh 4.1, dFosB activator -0.6, Keap1 Nrf2 FP 0.0, PfHsp90 yeast 2 7.7, PvdQ inh 5.5, RTF Ca sens act 1.8, LANA DNA inh -1.4, SUMO Mot1 rescue -2.3, Rtt109 Vps75 4.2 and NSD2 inh -9.9.
`O=C(Nc1ccc(F)cc1F)c1ccco1` gave CDK5 p35 inh 5.1, RTF Ca sens inh 2.5, dFosB activator -0.9, Keap1 Nrf2 FP -0.1, PvdQ inh 8.0, RTF Ca sens act -0.7, LANA DNA inh -1.9, SUMO Mot1 rescue -12.7, Rtt109 Vps75 5.2 and NSD2 inh 2.6.
Screening O=C(N/N=C/c1cccc([N+](=O)[O-])c1)C1CC1c1ccccc1 (centres undefined) returned CDK5 p35 inh -1.8, RTF Ca sens inh 9.4, dFosB activator inconclusive, Keap1 Nrf2 FP -1.8, PfHsp90 yeast 2 -15.4, PvdQ inh 3.0, RTF Ca sens act -4.5, LANA DNA inh -0.9, SUMO Mot1 rescue 20.6, Rtt109 Vps75 18.8 and NSD2 inh -0.2.
For OCC1(CCc2ccccc2)CCCN(CCCC(F)(F)F)C1 (centres undefined) the results were CDK5 p35 inh 6.9, RTF Ca sens inh 3.5, dFosB activator -4.5, Keap1 Nrf2 FP -1.9, PfHsp90 yeast 2 13.0, PvdQ inh -4.0, RTF Ca sens act -6.6, LANA DNA inh -2.6, SUMO Mot1 rescue -8.3, Rtt109 Vps75 -13.1 and NSD2 inh -1.9.
For Cc1ccc(-n2c(C)cc(=O)cc2C)c(C)c1 the results were CDK5 p35 inh 0.4, RTF Ca sens inh -1.6, dFosB activator 2.6, Keap1 Nrf2 FP -3.9, PfHsp90 yeast 2 -11.3, PvdQ inh -7.2, RTF Ca sens act 3.9, LANA DNA inh -0.2, SUMO Mot1 rescue -0.3, Rtt109 Vps75 -0.3 and NSD2 inh -6.3.
For Cc1ccc(Cn2c(=O)oc3ccccc32)cc1 the results were CDK5 p35 inh 1.9, RTF Ca sens inh 9.6, dFosB activator -3.3, Keap1 Nrf2 FP -0.2, PfHsp90 yeast 2 -8.0, PvdQ inh 5.9, RTF Ca sens act 0.6, LANA DNA inh 0.1, SUMO Mot1 rescue 121.3, Rtt109 Vps75 2.3 and NSD2 inh -7.4.
Screening COC(=O)C1CCN(Cc2ccc(C)cc2)CC1 returned CDK5 p35 inh 0.6, RTF Ca sens inh 4.4, dFosB activator 4.5, Keap1 Nrf2 FP -3.6, PfHsp90 yeast 2 18.7, PvdQ inh 0.9, RTF Ca sens act -3.6, LANA DNA inh -0.7, SUMO Mot1 rescue 29.8, Rtt109 Vps75 1.7 and NSD2 inh -0.1.
CCOC(=O)C1OC1(c1ccccc1)c1ccccc1 (centres undefined) was read as CDK5 p35 inh 2.1, RTF Ca sens inh -1.2, dFosB activator -10.4, Keap1 Nrf2 FP 0.7, PfHsp90 yeast 2 -15.8, PvdQ inh -7.5, RTF Ca sens act 3.0, LANA DNA inh -1.8, Rtt109 Vps75 1.6 and NSD2 inh -2.2.
C/C(=N/NC(=O)CNC(=O)c1cccnc1)c1ccc([N+](=O)[O-])cc1 was read as CDK5 p35 inh -0.7, RTF Ca sens inh -5.1, dFosB activator 9.1, Keap1 Nrf2 FP -7.4, PfHsp90 yeast 2 3.6, PvdQ inh -8.3, RTF Ca sens act -1.3, LANA DNA inh -0.5, SUMO Mot1 rescue -10.2, Rtt109 Vps75 -7.2 and NSD2 inh 0.2.
COc1ccc(NC(=O)CC(c2ccccc2)c2ccco2)cc1 (centres undefined) was read as CDK5 p35 inh 2.3, RTF Ca sens inh -5.6, dFosB activator -15.9, Keap1 Nrf2 FP -0.4, PvdQ inh -6.8, RTF Ca sens act 0.5, LANA DNA inh -2.1, SUMO Mot1 rescue 107.3, Rtt109 Vps75 11.8 and NSD2 inh -1.4.
`CCN(CC)C(=O)CC(c1ccccc1)c1ccco1` (centres undefined) gave CDK5 p35 inh -1.4, RTF Ca sens inh -13.7, dFosB activator -12.2, Keap1 Nrf2 FP -3.5, PfHsp90 yeast 2 4.4, PvdQ inh -3.9, RTF Ca sens act -5.1, LANA DNA inh 0.0, SUMO Mot1 rescue 42.6, Rtt109 Vps75 2.2 and NSD2 inh 32.9.
COc1ccc(/C=N/NC(=O)c2ccc(Br)cc2)cc1Cn1cc(Cl)cn1 was read as CDK5 p35 inh 0.4, RTF Ca sens inh 1.2, dFosB activator 5.4, Keap1 Nrf2 FP 0.3, PfHsp90 yeast 2 -40.0, PvdQ inh -10.7, RTF Ca sens act 9.3, LANA DNA inh -0.2, SUMO Mot1 rescue 4.1, Rtt109 Vps75 -5.2 and NSD2 inh -1.8.
`CCNC(=O)CN(c1ccc(F)cc1)S(=O)(=O)c1ccc2c(c1)OCCO2` gave CDK5 p35 inh 3.0, RTF Ca sens inh 9.8, dFosB activator -0.7, Keap1 Nrf2 FP 0.3, PfHsp90 yeast 2 14.6, PvdQ inh 4.1, RTF Ca sens act -1.7, LANA DNA inh -1.5, SUMO Mot1 rescue 6.9, Rtt109 Vps75 -9.7 and NSD2 inh -2.1.
Screening COc1ccc(NC(=O)CSc2nc(C)cs2)c(OC)c1 returned CDK5 p35 inh -3.7, RTF Ca sens inh -3.0, dFosB activator -3.7, Keap1 Nrf2 FP -0.9, PfHsp90 yeast 2 -6.1, PvdQ inh -12.1, RTF Ca sens act 0.6, LANA DNA inh 1.4, SUMO Mot1 rescue -13.0, Rtt109 Vps75 -4.8 and NSD2 inh -0.4.
For COc1ccccc1N1CCN(C(=O)C2CCN(S(=O)(=O)c3ccc4c(c3)CC(C)N4C(C)=O)CC2)CC1 (centres undefined) the results were CDK5 p35 inh -1.6, RTF Ca sens inh -7.0, dFosB activator -10.4, Keap1 Nrf2 FP 0.7, PfHsp90 yeast 2 18.1, PvdQ inh -7.4, RTF Ca sens act -3.6, LANA DNA inh -0.9, SUMO Mot1 rescue 11.7, Rtt109 Vps75 8.8 and NSD2 inh 2.1.
`C#CCn1cc(/C=N/NC(=O)COc2cccc3cccnc23)c2ccccc21` gave CDK5 p35 inh -1.6, RTF Ca sens inh -6.5, dFosB activator -8.0, Keap1 Nrf2 FP -3.4, PfHsp90 yeast 2 -24.7, PvdQ inh -2.9, RTF Ca sens act 7.1, LANA DNA inh 0.4, SUMO Mot1 rescue 26.6, Rtt109 Vps75 0.9 and NSD2 inh -1.5.
For COc1ccc(C(=O)Nc2ccc(C(=O)N3CCCC3)cc2)cc1[N+](=O)[O-] the results were CDK5 p35 inh -1.3, RTF Ca sens inh -1.5, dFosB activator 0.2, Keap1 Nrf2 FP -1.2, PfHsp90 yeast 2 9.0, PvdQ inh 4.0, RTF Ca sens act 2.3, LANA DNA inh -1.5, SUMO Mot1 rescue -5.0, Rtt109 Vps75 2.2 and NSD2 inh 0.6.
CN(c1cccc(NC(=O)c2ccccc2N(C)S(C)(=O)=O)c1)S(C)(=O)=O was read as CDK5 p35 inh 1.9, RTF Ca sens inh -4.7, dFosB activator -2.6, Keap1 Nrf2 FP 1.7, PvdQ inh -9.5, RTF Ca sens act 8.1, LANA DNA inh -0.5, SUMO Mot1 rescue -2.7, Rtt109 Vps75 11.2 and NSD2 inh 1.1.
`COc1ccc(C2CC(c3cccc(OC)c3)n3nc(N)nc3N2)cc1` (centres undefined) gave CDK5 p35 inh 0.3, RTF Ca sens inh -3.4, dFosB activator -0.6, Keap1 Nrf2 FP -3.7, PfHsp90 yeast 2 2.3, PvdQ inh -10.0, RTF Ca sens act -2.5, LANA DNA inh 0.2, SUMO Mot1 rescue 5.4 and Rtt109 Vps75 -3.4.
FC(F)(F)c1ccccc1-n1c(CN2CCCCC2)n[nH]c1=S was read as CDK5 p35 inh -0.3, RTF Ca sens inh -18.5, dFosB activator -7.6, Keap1 Nrf2 FP -2.7, PfHsp90 yeast 2 1.2, PvdQ inh -8.2, RTF Ca sens act -0.4, LANA DNA inh -0.1, SUMO Mot1 rescue 9.6, Rtt109 Vps75 -1.9 and NSD2 inh 0.6.
For COc1ccc(S(=O)(=O)N(CC(=O)NCc2cccnc2)c2ccc(C)cc2)cc1OC the results were CDK5 p35 inh 0.6, RTF Ca sens inh -6.6, dFosB activator -3.4, Keap1 Nrf2 FP 4.2, PfHsp90 yeast 2 -6.0, PvdQ inh -8.2, RTF Ca sens act -4.7, LANA DNA inh 0.1, SUMO Mot1 rescue 169.7, Rtt109 Vps75 -14.5 and NSD2 inh -6.0.
Screening O=C(CN1CCSC1=NCc1ccccc1)c1ccc(Cl)c(Cl)c1 returned CDK5 p35 inh -4.5, RTF Ca sens inh 2.3, dFosB activator 3.2, Keap1 Nrf2 FP -8.1, PfHsp90 yeast 2 3.8, PvdQ inh -1.9, RTF Ca sens act 5.3, LANA DNA inh 0.0, SUMO Mot1 rescue 1.2, Rtt109 Vps75 2.7 and NSD2 inh -2.0.
